Assay outcomes (PubChem BioAssay)
MITF primary – inhibitors of human MITF | O75030 | AlphaScreen MITF homodimerization, bead proximity signal | inhibition, % at 2.6 µM | actives 0.91% (n = 650,000); in the data active means inhibition above about 50%;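 further: 0% = vehicle wells with protein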
Target sequence (O75030 whole entry, looked up): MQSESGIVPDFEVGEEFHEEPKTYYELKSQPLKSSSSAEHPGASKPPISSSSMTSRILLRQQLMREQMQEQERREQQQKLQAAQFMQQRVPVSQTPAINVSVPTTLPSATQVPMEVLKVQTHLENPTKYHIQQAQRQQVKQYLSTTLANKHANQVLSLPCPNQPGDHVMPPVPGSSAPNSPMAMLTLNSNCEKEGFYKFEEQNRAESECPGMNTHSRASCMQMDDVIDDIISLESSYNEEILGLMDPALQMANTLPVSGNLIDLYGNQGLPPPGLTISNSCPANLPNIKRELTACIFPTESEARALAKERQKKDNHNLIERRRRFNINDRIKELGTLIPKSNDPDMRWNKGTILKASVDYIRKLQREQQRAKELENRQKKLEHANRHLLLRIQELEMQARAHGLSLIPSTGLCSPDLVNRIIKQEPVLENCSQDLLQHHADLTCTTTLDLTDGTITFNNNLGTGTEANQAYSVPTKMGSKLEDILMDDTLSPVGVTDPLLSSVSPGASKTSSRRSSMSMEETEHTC
TEAD-YAP inh – TEAD-YAP interaction inhibition; HEK-TIYL cells, TEAD-Gal4/YAP UAS-luciferase luminescence; inhibition, % at 9.12 µM; actives 1.4% (n = 640,000); AID 1259422; in the data active means inhibition above about 32%;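 further: 0% = median of test compound wells and 100% = reference inhibitor wells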
GPR151 ag – human GPR151 activation; Q8TDV0; activation, % at 11.2 µM; PathHunter beta-arrestin GPR151 cells, luminescence; actives 1% (n = 650,000); in the data active means activation above about 4.9%;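 further: 0% = median of compound wells and 100% = cells with positive control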
Target sequence (Q8TDV0 whole entry, looked up): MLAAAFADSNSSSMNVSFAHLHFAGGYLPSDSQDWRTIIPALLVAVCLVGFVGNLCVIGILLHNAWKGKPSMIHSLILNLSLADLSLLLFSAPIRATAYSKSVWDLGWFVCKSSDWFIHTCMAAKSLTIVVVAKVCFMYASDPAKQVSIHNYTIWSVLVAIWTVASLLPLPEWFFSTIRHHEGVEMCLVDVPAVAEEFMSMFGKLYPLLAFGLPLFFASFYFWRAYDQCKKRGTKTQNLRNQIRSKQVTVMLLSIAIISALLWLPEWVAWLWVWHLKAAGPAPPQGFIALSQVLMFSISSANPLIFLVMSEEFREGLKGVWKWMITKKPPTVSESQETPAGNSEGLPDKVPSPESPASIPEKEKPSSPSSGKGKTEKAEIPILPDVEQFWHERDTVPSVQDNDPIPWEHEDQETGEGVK
FBW7 act – human FBW7 E3 ligase activation, primary screen; actives 0.13% (n = 650,000); normalized activity (activation), % at 26.1 µM; AlphaScreen FBW7–phospho-cyclin E peptide binding, activator screen; in the data active means normalized activity above about 1.9%;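 further: purified mutant Fbw7 with reduced substrate affinity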
Active calls of the source: *.

structure,MITF primary,FBW7 act,GPR151 ag,TEAD-YAP inh
CC1CC(C)CN(CCCNC(=O)C2CCN(c3nc4ccccc4n4cccc34)CC2)C1 (centres undefined),4,0.2,-1.4,11
Cc1[nH]n2c(=O)c3c(nc2c1-c1ccc(F)cc1)CCC3,-1,-0.1,0.0,7
COC(=O)c1c(C)oc2ccc(NS(=O)(=O)c3cc([N+](=O)[O-])ccc3Cl)cc12,11,0.1,-0.3,17
CCCNC(=O)Cc1cn(-c2ccc(NCc3cccnc3)nn2)c2ccccc12,4,-0.2,-0.4,-12
O=C(CCN1C(=O)c2ccccc2C1=O)Nc1ccccc1Cl,-1,0.1,0.8,5
COCCN(Cc1cc2cc(C)ccc2n2nnnc12)C(=S)Nc1ccc(F)cc1,1,0.1,-0.4,-6
CC(=O)Oc1ccc(/C=c2/sc3nc(-c4cccc([N+](=O)[O-])c4)nn3c2=O)cc1,2,-0.1,0.3,-10
CNC(=O)C(O)C(C)(C)CO (centres undefined),2,-0.1,-0.8,-3
CCN1CCN(CCCOc2ccc(OC)cc2)CC1,29,-0.1,0.7,-3
CC1CCCC(C)N1/N=C/c1ccccc1C(=O)O (centres undefined),4,0.1,-0.9,-2
COc1ccc(N(CC(=O)NC23CC4CC(CC(C4)C2)C3)S(=O)(=O)c2ccccc2)cc1,4,0.0,0.9,9
COc1ccc(C(=O)N(C)c2nnc(C34CC5CC(CC(C5)C3)C4)s2)cc1OC,-3,0.1,3.7,-6
Nc1c(C(=O)N2CCCCC2)nnn1-c1ccccc1,-10,-0.1,-3.7,-42
O=C(CN1CCc2nc(N3CCCC3)[nH]c(=O)c2C1)Nc1cccc(F)c1,16,0.2,0.1,2
O=C(COc1ccccc1Br)Nc1ccc(S(=O)(=O)Nc2nccs2)cc1,-1,0.0,0.9,-8
C/C(N)=C(/C#N)C(=O)COC(=O)CNC(=O)c1ccc(C)s1,11,0.2,-0.8,6
O=C(O)CC(NS(=O)(=O)c1ccc2ccccc2c1)c1ccccc1Cl (centres undefined),4,0.2,-0.2,10
Cc1ccccc1NC(=O)c1cccc(N2C(=O)C3C4CCC(C4)C3C2=O)c1 (centres undefined),0,0.0,0.6,4
Cc1ccc(OCCNC(=O)C2CCCCC2)cc1,17,0.8,-0.8,-12
COc1ccc(-c2cccc3c2OC(CNC(=O)c2ccccc2-n2cccn2)C3)nn1 (centres undefined),2,0.1,-0.2,5

Next section.
structure,MITF primary,FBW7 act,GPR151 ag,TEAD-YAP inh
O=C(COC(=O)CNC(=O)c1ccccc1F)Nc1ccc(F)cc1,-5,-0.1,-0.9,2
O=C(NCC1OCCCN1S(=O)(=O)c1ccc(F)cc1)C(=O)NC1CC1 (centres undefined),17,0.7,-0.9,8
Cc1cc(/C=C2/NC(=S)NC2=O)c(C)n1-c1ccc([N+](=O)[O-])cc1,-5,-0.2,0.1,1
CCOc1ccccc1C1C(C#N)=C(N)Nc2onc(-c3ccccc3)c21 (centres undefined),21,0.0,-1.4,0
Nc1c(Cl)cc(N2C(=O)c3cccc([N+](=O)[O-])c3C2=O)cc1Br,-9,0.1,-1.8,-3
Cc1cc2cc(C#N)c(NCCCNC(=O)C3CC3)nc2cc1C,5,-0.2,0.4,-10
CN1CCN(c2ccc(-c3nc(NC4CC4)c4ncn(-c5ccccc5)c4n3)cc2)CC1,10,0.2,-0.4,31
COc1ccccc1C(=O)N1CCN2C(=O)[C@@H](CO)NC(=O)[C@H]2C1,-1,-0.2,-1.2,2
O=[N+]([O-])c1ccc2nc(Sc3nnc(Cc4cccc5ccccc45)n3-c3ccccc3)sc2c1,-11,0.2,-0.6,-31
O=C(Nc1cccc(-c2ccc3nncn3n2)c1)c1ccco1,16,0.2,0.4,2
CC(C)(C)SCCNC(=O)c1ccccc1Cl,-1,-0.1,-0.5,-66
Cc1cc(=O)oc(C)c1C(=O)N(C)Cc1ccccc1,9,0.2,-0.5,-4
Cc1ccccc1C(=O)Nc1c(C(=O)N2CCN(C)CC2)cnn1-c1ccccc1,2,-0.1,0.0,-1
O=C(CN1CCN(CC(=O)Nc2cccc(F)c2)CC1)Nc1ccc(Cl)cc1,-2,0.1,1.6,7
Cc1cc(NC(=O)CSc2nc3ccccc3c(=O)n2-c2ccc(F)cc2)n[nH]1,7,-0.5,-1.5,-2
COc1ccc(CSc2nnc(C)s2)cc1F,-2,0.0,-0.2,-49
O=C1c2cc(S(=O)(=O)NCCO)ccc2-c2ccc(S(=O)(=O)NCCO)cc21,2,0.1,0.7,4
CCOC(=O)C1=C(CC)NC2=C(C(=O)CC(C)(C)C2)C1c1ccccc1[N+](=O)[O-] (centres undefined),5,-0.1,2.7,13
COc1ccc(OC)c(NC2=C(Cl)C(=O)c3ccccc3C2=O)c1,62*,-0.5,1.7,27
CCOC(=O)c1ccc(NC(=O)COc2ccccc2C(N)=O)cc1,-3,-0.3,2.0,15

Four compounds from above, ordered by count of non-hydrogen atoms, descending:
structure,MITF primary,FBW7 act,GPR151 ag,TEAD-YAP inh
O=[N+]([O-])c1ccc2nc(Sc3nnc(Cc4cccc5ccccc45)n3-c3ccccc3)sc2c1,-11,0.2,-0.6,-31
COc1ccc(OC)c(NC2=C(Cl)C(=O)c3ccccc3C2=O)c1,62*,-0.5,1.7,27
Nc1c(Cl)cc(N2C(=O)c3cccc([N+](=O)[O-])c3C2=O)cc1Br,-9,0.1,-1.8,-3
COc1ccc(CSc2nnc(C)s2)cc1F,-2,0.0,-0.2,-49

3 compounds drawn at random from those above, as already listed:
structure,MITF primary,FBW7 act,GPR151 ag,TEAD-YAP inh
O=C(NCC1OCCCN1S(=O)(=O)c1ccc(F)cc1)C(=O)NC1CC1 (centres undefined),17,0.7,-0.9,8
Cc1cc(=O)oc(C)c1C(=O)N(C)Cc1ccccc1,9,0.2,-0.5,-4
O=C(CN1CCN(CC(=O)Nc2cccc(F)c2)CC1)Nc1ccc(Cl)cc1,-2,0.1,1.6,7

New compounds follow:
structure,MITF primary,FBW7 act,GPR151 ag,TEAD-YAP inh
CCC1CCCCN1C(=O)CSc1ncnc2c1oc1ccccc12 (centres undefined),7,0.2,0.5,-33
COC(=O)COc1ccc(S(=O)(=O)Nc2ccc(C(N)=O)cc2)cc1,-4,0.0,-0.2,-7
CCc1ccc2[nH]c(=O)c(CN(CCO)Cc3nnnn3C3CCCCC3)cc2c1,7,0.2,0.2,0
Cc1csc(NC(=O)CSc2nnc(-c3ccncc3)n2C)n1,-11,-0.1,0.0,-6
Cn1c(=O)[nH]c(=O)c2c1nc(Br)n2CCCc1ccccc1,0,-0.1,2.0,10
COc1ccc(CCNC(=O)c2ccc3c(=O)n(-c4ccc(F)c(Cl)c4)c(=S)[nH]c3c2)cc1OC,-1,-0.1,-2.0,0
CCOc1ccc(NC(=O)[C@@H](NC(=O)c2ccc(C)cc2)C(C)C)cc1,-2,-0.1,-1.1,-7
O=[N+]([O-])c1cccc(Cl)c1NCCCNS(=O)(=O)c1ccc(Cl)cc1,-16,0.0,-0.6,2
O=C(CCc1nnc(Cc2cccc(C(F)(F)F)c2)o1)NCc1ccccc1,9,0.1,-0.7,-58
Cc1ccc(S(=O)(=O)NNC(=O)c2ccco2)cc1,4,0.1,-0.4,5
Cc1nc(NCCNS(=O)(=O)c2ccccc2Cl)cc(-n2cccn2)n1,10,0.8,-1.4,0
COc1ccc(NC(=O)CSc2nnc(-c3ccc(O)cc3)o2)cc1,-5,0.0,-0.5,8
CCOC(=O)c1c(NC(C)=O)sc(C(=O)Nc2ccc(C)cc2C)c1C,-4,0.1,-1.0,-18
OCCC1CN(Cc2ccc3nonc3c2)CCN1Cc1cccs1 (centres undefined),10,0.0,1.0,-6
Cc1sc2ncn(CC(=O)NCC(=O)N3CCN(c4ccc([N+](=O)[O-])cc4)CC3)c(=O)c2c1C,-7,0.1,-1.5,7
O=C(NCCn1ccc2ccccc21)c1ccccc1Cl,9,0.6,-0.1,-31
O=C(NCc1ccco1)c1cc(-c2ccc(O)cc2)on1,8,0.0,-0.6,5
COC(=O)c1cc(S(=O)(=O)Nc2ccc(C)cc2Cl)cn1C,-1,0.1,1.0,2
Cc1ccc(S(=O)(=O)NCCc2cn3ccsc3n2)cc1,14,1.1,0.4,2
O=C(Nc1ccc(NC(=O)c2ccco2)cc1)c1ccc(N2CCCCC2)c([N+](=O)[O-])c1,-4,-0.1,0.8,2

(more compounds)
structure,MITF primary,FBW7 act,GPR151 ag,TEAD-YAP inh
CCOc1ccc(CN2CCN(C(=O)CCC3CCCC3)CC2)cc1,38,-0.5,-0.4,7
CCC(CO)NCC(=O)Nc1cc(Cl)ccc1C (centres undefined),39,-0.2,-0.7,5
O=C(Nc1ccccc1C(F)(F)F)N[C@H]1C[C@H]2C(=O)N3CCC[C@H]3C(=O)N2C1,6,-0.3,1.2,-6
CC(=Nc1ccc(C)cc1)c1c(O)n(C)c(=O)n(C)c1=O,13,1.1,-2.0,1
Cc1ccc(C)c(OCC(=O)N/N=C/c2c(C)[nH]n(-c3ccccc3)c2=O)c1,17,0.0,0.8,12
CC(C)OP(=O)(OC(C)C)/C(CC12CC3CC(CC(C3)C1)C2)=N/O,-26,0.0,-0.8,2
N#CCc1ccc(NC(=O)c2cc(Cl)cc(Cl)c2O)cc1,13,0.1,-4.2,-23
OC(COc1c(F)cc(Br)cc1F)CN1CCCCC1 (centres undefined),4,0.0,0.3,4
COC(=O)CCC(=O)Nc1cccc(Br)c1,1,-0.1,-0.3,0
CC(=O)Nc1ccc(C(=O)Nc2cc(Cl)c(O)c(Cl)c2)cc1,15,0.0,1.3,1
O=C(/C=C/c1ccccc1[N+](=O)[O-])Nc1ncccn1,7,0.2,0.3,-32
Cc1ccc(NS(=O)(=O)c2ccc3c(c2)OCCN3C)c(Br)c1,9,0.0,2.3,9
COc1ccc(OCCCNC(C)(C)C)cc1,18,0.0,3.1,6
CCCC1=NN(C(=O)C(=O)Nc2ccc(Br)cc2)C(O)(C(F)(F)F)C1 (centres undefined),-15,-0.1,0.6,6
CCOC(=O)N1CCC(N(CCCOC)C(=O)Nc2ccc(Cl)c(Cl)c2)CC1,-7,0.2,-0.5,-18
O=C(Cc1ccccc1)NC(N1CCOCC1)C(Cl)(Cl)Cl (centres undefined),-6,0.2,1.9,-1
O=C(Nc1ccccc1F)c1ccc(-n2cnnn2)cc1,5,0.0,-0.1,-22
COc1ccc(Cl)cc1C(=O)Nc1nc2ccc([N+](=O)[O-])cc2s1,23,1.5,0.0,5
Cc1c(C(=O)N2CCC3(CC2)CC(=O)c2ccccc2O3)cccc1[N+](=O)[O-],-10,0.0,-1.1,-6
N#Cc1c(NC(=O)COC(=O)c2ccc3ncsc3c2)sc2c1CCCCC2,-15,-0.3,-1.2,-4

Additional structures
structure,MITF primary,FBW7 act,GPR151 ag,TEAD-YAP inh
COc1ccc(OCCn2cc(/C=C3/C(=N)N4N=C(C(C)C)SC4=NC3=O)c3ccccc32)cc1,7,-0.1,-0.8,-6
Clc1cccc(-n2cc(-c3ccccc3)c3c(N4CCCCCC4)ncnc32)c1,20,0.3,-0.7,-1
CC(=O)c1cccc(NC(=S)Nc2ccc(CC(=O)O)cc2)c1,5,-0.4,-0.4,1
O=C(Cc1ccc(Br)cc1)NNC(=O)Nc1ccc([N+](=O)[O-])cc1,11,0.1,0.9,7
CC1=C(C(=O)Nc2ccc(C)cc2)C(c2ccc(Cl)cc2)n2nnnc2N1 (centres undefined),3,0.0,0.0,-1
Cc1cccc2c1[nH]c1nc(SCC(=O)O)nnc12,0,-0.1,1.4,0
CCOC(=O)/C(C#N)=C1/C=CN(c2ccc(C)cc2)C=N1,-8,0.1,-0.5,-31
CCc1ccccc1NC(=O)NCc1noc2ccccc12,-4,-0.2,1.3,-6
CCn1nc(C)c(CN2CCN(C3CCCC3)C(CCO)C2)c1C (centres undefined),-7,0.1,0.6,9
CCOc1cc(/C=C2/C(=N)N3OC(C)=CC3=NC2=O)ccc1OCc1ccccc1C,21,0.9,-2.0,-12
CCN(CC)S(=O)(=O)c1c(C)nn(S(=O)(=O)c2ccc(Br)cc2)c1C,2,0.0,0.8,0
CCOC(=O)COc1cccc(/C=C2/SC(=Nc3cccc(C(=O)O)c3)NC2=O)c1,-1,-0.1,-0.8,-4
Cc1ccc(-c2nc(CCNC(=O)C(=O)Nc3ccc(F)cc3F)cs2)cc1,13,0.1,-2.6,-7
COC(=O)c1c(NC(=O)C2COc3ccccc3O2)sc2c1CCCC2 (centres undefined),7,0.0,0.0,-3
COc1ccc(C2=NN(C(=O)CSc3nnc(CNC(=O)c4cccc(C)c4)n3C)C(c3cccc(OC)c3OC)C2)cc1 (centres undefined),0,-0.1,-1.5,7
CCS(=O)(=O)N1CCCC(C(=O)NCCCN2CCCC2=O)C1 (centres undefined),21,0.8,1.2,8
Cc1ccccc1C(=O)Nc1ccc(-c2nc3ccccc3c(=O)o2)cc1,8,0.8,-1.3,19
O=C(COc1ccc(I)cc1)NCc1ccco1,2,0.0,2.2,0
CCOc1c(Br)cc(/C=C2/N=C(c3ccccc3)OC2=O)cc1OC,2,0.1,1.2,-7
CCOC(=O)CSc1nc2sc(C(=O)OCC)c(C)c2c(=O)n1CCc1ccc(OC)c(OC)c1,9,0.0,-0.1,-1
CC(NCCO)c1ccc2c(c1)OCCO2 (centres undefined),3,0.6,-0.7,3
COc1ccc(C2C(C#N)=C(N)N(c3ccc([N+](=O)[O-])cc3)C3=C2C(=O)CCC3)cc1OC (centres undefined),7,0.1,-1.4,6
